# Bioassay records from PubChem.
# Yeast superoxide: reduction of superoxide in aged yeast, primary screen, HTS; S. cerevisiae aged cells, superoxide DHE fluorescence; active compounds read low; superoxide response (% of plate mean), % at 10 µM; 330,000 compounds, 0.18% hits; AID 2690, 2010;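 active = superoxide response under a set limit, about three screen SD below normal, cut at about 65% in these data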;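 note: yeast aged for seven days with compound at 30 °C before DHE staining; 100% = average MFI of all compound-treated wells on the plate with controls excluded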
# AGP1-GFP MLPCN: modulators of AGP1-GFP expression in yeast TOR pathway, primary screen, cell-based, multiplex flow cytometry, S. cerevisiae, MLPCN library; 320,000 compounds, 0.02% hits; GFP response vs DMSO, % at 10 µM; 3 h; GFP as percent of DMSO wells;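 active = GFP response relative to DMSO above a set limit, near screen average plus 3 SD, cut at about 150% in these data; inconclusive = fewer than 70 cells counted for the yeast strain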;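 note: median GFP channel fluorescence of the gated AGP1 strain per well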
# GLD-1 TGE inh: GLD-1/TGE RNA complex disruptors, primary screen, biochemical, fluorescence polarization; purified GLD-1 + fluorescein TGE RNA; inhibition, % at 5.96 µM; 320,000 compounds, 0.44% hits; AID 2280, 2010;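 active = percent inhibition above a per-plate cutoff, the plate mean of test compounds plus 3 SD, cut at about 30% in these data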;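 note: 0% = DMSO wells with GLD-1 and probe and 100% = wells lacking GLD-1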
# MCL1-BIM inh: inhibitors of MCL1 binding to BIM-BH3, primary screen, biochemical, fluorescence polarization; Induced myeloid leukemia cell differentiation protein Mcl-1 (Homo sapiens), Q07820; 320,000 compounds, 0.68% hits; AID 2057, 2009; GST-MCL1 / FITC-Bim-BH3 fluorescence polarization; inhibition, % at 10.9 µM;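 active = inhibition above the mean inhibition of all tested compounds plus 3 SD, set per campaign, cut at about 40% in these data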;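 note: 0% = DMSO wells and 100% = unlabeled Bim-BH3 peptide control; higher means more loss of mP so more displacement of Bim peptide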
# Target sequence (Q07820 whole entry, looked up): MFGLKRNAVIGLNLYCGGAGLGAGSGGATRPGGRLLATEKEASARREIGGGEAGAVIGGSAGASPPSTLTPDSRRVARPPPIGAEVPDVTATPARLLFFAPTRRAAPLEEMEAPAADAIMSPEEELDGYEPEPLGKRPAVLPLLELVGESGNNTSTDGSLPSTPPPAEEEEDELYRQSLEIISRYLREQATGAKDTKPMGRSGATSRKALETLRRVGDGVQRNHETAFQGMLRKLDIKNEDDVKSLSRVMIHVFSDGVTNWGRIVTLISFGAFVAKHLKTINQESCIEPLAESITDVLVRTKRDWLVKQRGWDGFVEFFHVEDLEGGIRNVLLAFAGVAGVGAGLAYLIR
# MEX-5 binding: MEX-5 zinc finger RNA-binding disruptors – biochemical, C. elegans, fluorescence polarization, MLPCN library, primary screen; MEX-5/FITC-TCR2 RNA binding; active compounds read low; Zinc finger protein mex-5 (Caenorhabditis elegans), Q9XUB2; 300,000 compounds, 0.38% hits; activity score (negative = inhibition of binding), % at 10 µM;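 active = inhibition past about -25% in most replicates, and total fluorescence under double the plate's negative control median, limit read from the data; inconclusive = replicates evenly split on the limit, or fluorescence at least double controls; inactive = too little inhibition in most replicates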;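 note: 0% = DMSO and -100% = 5 µM competing unlabeled TCR2 RNA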
# Target sequence (Q9XUB2 whole entry, looked up): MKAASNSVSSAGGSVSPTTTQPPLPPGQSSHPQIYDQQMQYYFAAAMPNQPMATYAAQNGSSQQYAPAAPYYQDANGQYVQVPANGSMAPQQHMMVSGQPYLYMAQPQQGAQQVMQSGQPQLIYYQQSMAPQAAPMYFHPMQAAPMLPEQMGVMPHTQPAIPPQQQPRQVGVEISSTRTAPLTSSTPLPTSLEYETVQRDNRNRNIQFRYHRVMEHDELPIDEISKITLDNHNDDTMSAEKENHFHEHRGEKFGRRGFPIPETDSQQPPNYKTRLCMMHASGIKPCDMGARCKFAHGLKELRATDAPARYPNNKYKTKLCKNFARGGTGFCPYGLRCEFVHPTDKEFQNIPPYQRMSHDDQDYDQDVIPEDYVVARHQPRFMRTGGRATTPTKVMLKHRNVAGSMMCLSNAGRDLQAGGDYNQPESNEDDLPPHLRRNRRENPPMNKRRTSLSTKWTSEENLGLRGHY
# CIT2-GFP yeast: modulators of CIT2-GFP expression in yeast, primary screen, S. cerevisiae, GFP fusion, multiplex flow cytometry, MLPCN library. S. cerevisiae CIT2-GFP strain, 3 h; 100 means same as DMSO wells. 320,000 compounds, 0.065% hits. GFP response vs DMSO, % at 10 µM. AID 2029, 2009;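 active = GFP response relative to DMSO above a set limit, near the screen mean plus 3 SD, cut at about 150% in these data; inconclusive = Fewer than 70 cells measured for a yeast strain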;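 note: ratio of well median GFP fluorescence to mean of DMSO wells on the plate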
# VLA-4 inh: inhibition in human VLA-4 binding assay, primary screen, VLA-4 allosteric modulator project, MLPCN library, flow cytometry, VLA-4 expressing cells; Integrin alpha-4 (Homo sapiens), P13612; ligand binding flow cytometry; inhibition, % (about 7 µM as worked out from the volumes in the protocol); 330,000 compounds, 0.2% hits; AID 2557, 2010; in the data active = inhibition above about 50%
# GRK2 aptamer HTS: compounds blocking aptamer binding on GRK2 – biochemical, human GRK2, bead flow cytometry, HTS, primary screen; Beta-adrenergic receptor kinase 1 (Homo sapiens), P25098; FAM-aptamer displacement from GRK2; inhibition of aptamer binding, % at 10 µM; 330,000 compounds, 0.59% hits; AID 488847, 2010;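 active = inhibition of aptamer binding above 40%, roughly 3 SD of noise, on plates passing a quality check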;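 note: median bead fluorescence of bound FAM aptamer so fluorescent compounds give negative values; no value below 0 was filed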
# BCLXL inh: inhibitors of human Bcl-xL, primary screen, biochemical, fluorescence polarization, HTS. Bcl-2-like protein 1 (Homo sapiens), Q07817. GST-Bcl-xL / FITC-Bim BH3 peptide fluorescence polarization. inhibition, % at 10.9 µM. 320,000 compounds, 0.7% hits. AID 2129, 2009;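 active = inhibition above the mean of all tested compounds plus 3 SD, cutoff set per campaign, cut at about 30% in these data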;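 note: 0% = DMSO wells and 100% = unlabeled Bim-BH3 peptide competitor; inhibitors lower millipolarization by displacing the labeled peptide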
# Target sequence (Q07817 whole entry, looked up): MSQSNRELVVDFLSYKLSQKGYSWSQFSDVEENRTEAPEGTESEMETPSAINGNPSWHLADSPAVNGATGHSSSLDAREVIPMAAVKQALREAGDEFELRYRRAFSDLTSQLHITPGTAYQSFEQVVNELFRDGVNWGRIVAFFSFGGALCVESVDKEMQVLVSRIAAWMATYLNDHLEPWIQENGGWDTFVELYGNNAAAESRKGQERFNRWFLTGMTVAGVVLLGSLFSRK
# * marks the source's active call; other numbers are inactive results; i = inactive; ? = inconclusive; . = no result given.
compound	Yeast superoxide	AGP1-GFP MLPCN	GLD-1 TGE inh	MCL1-BIM inh	MEX-5 binding	CIT2-GFP yeast	VLA-4 inh	GRK2 aptamer HTS	BCLXL inh
Cc1cc(N2C(=O)C(=O)/C(=C(/O)c3ccc(F)cc3)C2c2ccc(F)cc2)no1 (centres undefined)	105	99	-4	-4	0.7	98	2	1	2
CN(C)S(=O)(=O)c1cccc(C(=O)NC2CCCc3ccccc32)c1 (centres undefined)	100	94	2	1	0.5	94	9	0	3
COc1ccc(Cl)cc1NC(=O)CCN1C(=O)C2C3C=CC(C4CC34)C2C1=O (centres undefined)	108	103	4	-5	1.9	108	-1	13	4
CCOC(=O)CC(=O)Nc1ccc(Br)cc1C(=O)O	109	107	3	-4	0.7	113	-8	1	3
Cc1ccc(NC(=O)NNC(=O)c2cc3ccccc3cc2O)c(C)c1	107	95	-10	7	3.9	104	-3	1	3
CN(NS(=O)(=O)c1ccc(Br)cc1)c1nc(C(F)(F)F)nc2ccccc12	133	94	7	0	1.9	100	21	0	0
Cc1cc(NCCCn2ccnc2)n2c(nc3ccccc32)c1C#N	87	92	-4	6	1.2	104	5	0	12
O=[N+]([O-])c1ccc(N=Nc2ncc[nH]2)cc1	101	99	.	.	-32*	111	-336	0	.
COc1ccc(OC)c(NC(=O)CC2SC(=NCc3ccccc3)NC2=O)c1 (centres undefined)	113	100	6	5	0.2	103	3	1	1
CCC(=O)N1N=C(c2ccc(C)cc2)CC1c1ccco1 (centres undefined)	89	93	-2	1	3.9	84	6	6	4

# Next section:
compound	Yeast superoxide	AGP1-GFP MLPCN	GLD-1 TGE inh	MCL1-BIM inh	MEX-5 binding	CIT2-GFP yeast	VLA-4 inh	GRK2 aptamer HTS	BCLXL inh
COc1ccc(N2C(=O)C3CCCN3C2c2ccccc2OC)cc1 (centres undefined)	100	105	0	-3	1.7	104	4	0	-4
CC(=O)Nc1ccccc1C(=O)C(=O)Nc1ccc(C)c(C)c1	95	85	0	2	-0.5	89	11	0	1
CC(=O)NC1(c2nnnn2CCOC(=O)Nc2ccc(Cl)cc2)CCCCC1	92	105	1	0	1.6	108	4	0	4
CCOC(=O)[C@@H]1[C@H]2COc3cc(OC)ccc3[C@@H]2N2C(=O)N(c3ccc(OC)cc3)C(=O)[C@@]12C	91	106	3	.	.	100	17	3	.
COc1cccc(C2C3=C(N=C4SCC(=O)N42)c2ccccc2CC3)c1OC (centres undefined)	95	96	-1	5	1.6	94	-6	0	13
CN(C)S(=O)(=O)c1cccc(NC(=O)c2ccncc2)c1	108	98	2	-18	-0.9	98	-21	2	2
C[C@]12CC[C@@H]3c4cc(O)c(O)cc4CC[C@H]3[C@@H]1CC[C@@H]2O	90	90	13	22	-7.8	98	-1	2	14
COc1ccc(C2(CNC(=O)c3ccccc3)CCCC2)cc1OC	100	?	1	2	2.7	?	6	0	6
CC1CN(C2CCN(S(=O)(=O)c3ccc4ccccc4c3)CC2)CC(C)O1 (centres undefined)	97	100	-4	8	-2.4	101	11	0	0
Cc1onc(-c2c(F)cccc2Cl)c1C(=O)N1C=CC(C(F)(F)Cl)=NCC1	112	98	0	-5	-0.8	96	6	3	4

# 2 entries from above in another layout:
C[C@]12CC[C@@H]3c4cc(O)c(O)cc4CC[C@H]3[C@@H]1CC[C@@H]2O
  Yeast superoxide: 90; AGP1-GFP MLPCN: 90; GLD-1 TGE inh: 13; MCL1-BIM inh: 22; MEX-5 binding: -7.8; CIT2-GFP yeast: 98; VLA-4 inh: -1; GRK2 aptamer HTS: 2; BCLXL inh: 14

COc1ccc(C2(CNC(=O)c3ccccc3)CCCC2)cc1OC
  Yeast superoxide: 100; AGP1-GFP MLPCN: ?; GLD-1 TGE inh: 1; MCL1-BIM inh: 2; MEX-5 binding: 2.7; CIT2-GFP yeast: ?; VLA-4 inh: 6; GRK2 aptamer HTS: 0; BCLXL inh: 6

# The list continues:
compound	Yeast superoxide	AGP1-GFP MLPCN	GLD-1 TGE inh	MCL1-BIM inh	MEX-5 binding	CIT2-GFP yeast	VLA-4 inh	GRK2 aptamer HTS	BCLXL inh
CCCn1c(N)c(Br)c(=O)[nH]c1=O	71	106	6	6	-4.7	104	1	0	-1
Cc1ccc(-n2[nH]c(C)c(/C=N/n3c(C)nc4ccccc4c3=O)c2=O)cc1	92	109	5	9	6.8	104	5	0	6
CCn1c(SCC(=O)N/N=C/c2ccccc2OCC(=O)O)nnc1-c1ccc(C(C)(C)C)cc1	98	106	2	1	2.5	102	-9	2	-2
CN(C)CCCNC(=O)C1CCNCC1	105	101	3	11	-1.2	101	10	6	1
CC(C)CNC(=O)C1C2C=CC(C2)C1C(=O)O (centres undefined)	107	99	-17	6	-4.5	94	11	0	1
Cc1ccc(S(=O)(=O)N(C)c2ccc(OCC(=O)Nc3nc4c(ccc5ccccc54)s3)cc2)cc1	90	101	1	-5	3.9	97	9	1	-3
CCNC(=O)C1CCCN1S(=O)(=O)c1ccc2ccccc2c1 (centres undefined)	99	96	5	-2	0.9	87	-2	0	3
COc1cccc(NC(=O)C(NCCc2ccc(S(N)(=O)=O)cc2)c2ccccc2)c1 (centres undefined)	124	95	9	-3	-0.2	90	-3	0	4
CCNC(=O)CC1C(=O)N(c2ccc(F)cc2)C(=O)N1CCC(C)C (centres undefined)	107	97	1	5	-3.5	95	13	0	-1
O=C(CCc1nc2ccccc2c(=O)[nH]1)N1CCN(c2ccccc2Cl)CC1	115	98	8	.	.	93	-14	2	.

# The list continues.
compound	Yeast superoxide	AGP1-GFP MLPCN	GLD-1 TGE inh	MCL1-BIM inh	MEX-5 binding	CIT2-GFP yeast	VLA-4 inh	GRK2 aptamer HTS	BCLXL inh
O=C(CSc1nnc2c(Cl)cc(Cl)cn12)N1CCN(S(=O)(=O)c2ccccc2)CC1	95	103	-1	-4	0.3	105	18	14	-2
COc1ccc(-n2c(SCC(=O)Nc3ccccc3OC)nc(O)cc2=O)cc1	106	93	8	6	-1.9	91	-7	0	0
CC(=O)[C@@H]1[C@@H](C)N(Cc2ccccc2)C(=O)N[C@H]1c1ccccc1	108	92	0	0	1.0	119	5	0	7
Cn1c(-c2ccc(Cl)cc2)cnc1N	141	102	7	8	-6.5	94	38	1	0
COc1ccc(CCN2CC(C(=O)Nc3ccccc3F)CC2=O)cc1OC (centres undefined)	92	101	3	1	2.7	104	22	2	-2
COc1ccc(-n2c(-c3ccccc3)nnc2-c2ccc(Cl)cc2)cc1	92	104	-1	1	-1.1	100	25	2	1
Cn1c2c(c(=O)n(C)c1=O)C1c3cc(Cl)ccc3OCC1CO2 (centres undefined)	98	104	-1	3	3.2	97	5	1	7
CCCCc1cc(=O)oc2c3c(cc(OCC(=O)NCCCO)c12)OC(C)(C)CC3	95	111	-6	2	0.2	105	2	1	3
Cc1ccc(S(=O)(=O)N2CCC(C(=O)OC(C)C(=O)NCc3ccc4c(c3)OCO4)CC2)cc1 (centres undefined)	115	99	4	-1	-2.3	95	-4	0	-2
COc1ccc2ccccc2c1CN1CCN(C)CC1	i	109	2	-3	-4.1	.	6	2	1

# Next section.
# Every second line gives: Yeast superoxide | AGP1-GFP MLPCN | GLD-1 TGE inh | MCL1-BIM inh | MEX-5 binding | CIT2-GFP yeast | VLA-4 inh | GRK2 aptamer HTS | BCLXL inh
C=CCN(C(=O)CNC(=O)c1cccs1)C(C(=O)NC1CCCCC1)c1cccnc1 (centres undefined)
  106 | 88 | 7 | 8 | -0.1 | 95 | 8 | 1 | 8
CCSc1nnc(NC(=O)COc2ccc3ccccc3c2)s1
  95 | 92 | -4 | -2 | -0.4 | 90 | 7 | 0 | 1
CSCCC(NS(=O)(=O)c1ccc2ccccc2c1)C(=O)OCC(=O)c1ccc(C(C)C)cc1 (centres undefined)
  112 | 92 | 3 | -13 | 4.4 | 93 | 43 | 1 | -2
COc1ccc(S(=O)(=O)N2CCOCC2)cc1NC(=O)CN1CCC(Cc2ccccc2)CC1
  105 | 95 | 8 | 4 | 0.9 | 95 | 5 | 3 | 1
O=S(=O)(Nc1ccc2c(c1)OCCO2)c1cccc(F)c1
  106 | 101 | . | . | 3.5 | 97 | 3 | 1 | .
O=C(CNC(=O)c1ccncc1)N/N=C/c1ccccc1[N+](=O)[O-]
  106 | 96 | -4 | 6 | 0.1 | 105 | 1 | 2 | 1
COC(=O)c1ccc(C(=O)OC)c(NC(=O)CSc2ccccn2)c1
  95 | 107 | -8 | 1 | -1.1 | 111 | -3 | 1 | 6
O=C(Nc1ccc(Br)cc1)c1ccc(-n2cnnn2)cc1
  94 | 93 | 0 | 3 | -2.8 | 93 | 14 | 2 | 6
C=CCC[C@@H](Cc1ccc(F)cc1)C(=O)OC[C@H](Cc1c[nH]c2ccccc12)NC(=O)[C@@H](CC=C)CC(=O)N[C@H](CO)Cc1ccccc1
  136 | 96 | 16 | . | . | 90 | -2 | 0 | .
O=C(Nc1ccc2c(c1)CCCN2C(=O)c1ccccc1)c1ccccc1
  81 | 107 | 2 | 3 | 1.0 | 103 | 3 | 0 | 8
Cc1ccccc1CCN(C(=O)Cn1nnc2ccccc21)C(C(=O)NC(C)(C)C)c1ccsc1 (centres undefined)
  83 | 114 | 11 | 2 | -3.2 | 104 | 4 | 0 | 5
CCCCCCC(=O)O
  117 | 106 | 1 | . | . | 103 | 2 | 7 | .
CN(CCc1ccccc1)c1ccc([N+](=O)[O-])cn1
  102 | 105 | . | . | -0.1 | 102 | 3 | 0 | .
COc1ccc(-n2c(=S)[nH]c3cc(C(=O)NCc4ccc(F)cc4)ccc3c2=O)c(OC)c1
  90 | 101 | -2 | 11 | -2.5 | 102 | 13 | 2 | 12
CC(C)(C)c1cc(NC(=O)Nc2ccc(Cl)cc2Cl)no1
  100 | 109 | 0 | 1 | 4.0 | 105 | 5 | 1 | 1
O=C(N/N=C/c1ccc(-c2ccc([N+](=O)[O-])cc2)o1)[C@H]1C[C@@H]1c1ccccc1
  94 | 102 | -7 | -24 | -2.8 | 95 | -13 | 6 | -14
CCN(C(=O)COC(=O)c1ccc(S(=O)(=O)N2CCCc3ccccc32)cc1)C1CCS(=O)(=O)C1 (centres undefined)
  102 | 108 | 4 | -4 | 0.7 | 98 | -4 | 3 | -5
CC(C(=O)OCC(=O)c1cccc([N+](=O)[O-])c1)N1C(=O)C2C3CCC(C3)C2C1=O (centres undefined)
  95 | 97 | 3 | -1 | -1.7 | 106 | 3 | 0 | 3

# MEX-5 binding, what is marked active above
Molecule | AGP1-GFP MLPCN | GLD-1 TGE inh | MCL1-BIM inh | MEX-5 binding | CIT2-GFP yeast | VLA-4 inh | GRK2 aptamer HTS | BCLXL inh
O=[N+]([O-])c1ccc(N=Nc2ncc[nH]2)cc1 | 99 | . | . | -32* | 111 | -336 | 0 | .
